Dyrk1A ADPGlo: inhibitors of rat Dyrk1A kinase; Q63470; ADP-Glo luminescence, NFATc1 peptide; inhibition, % at 12.5 µM; hit rate 0.43% among 310,000; AID 504441; in the data active means inhibition above about 50%;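 further: plate controls were vehicle with enzyme for no effect and no enzyme for full effect; many of its hits are not listed in these tables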
GSK3A inh: blocks human GSK-3 alpha kinase; P49840; ADP-Glo luminescence, 60 min; inhibition, % at 10 µM; hit rate 0.1% among 320,000; AID 2650;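 in the data active means inhibition above about 50%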;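 further: GST-tagged GSK-3 alpha with peptide substrate and 25 µM ATP; 0% = DMSO neutral wells and 100% = GW8510 positive control wells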
Target sequence (P49840 whole entry, looked up): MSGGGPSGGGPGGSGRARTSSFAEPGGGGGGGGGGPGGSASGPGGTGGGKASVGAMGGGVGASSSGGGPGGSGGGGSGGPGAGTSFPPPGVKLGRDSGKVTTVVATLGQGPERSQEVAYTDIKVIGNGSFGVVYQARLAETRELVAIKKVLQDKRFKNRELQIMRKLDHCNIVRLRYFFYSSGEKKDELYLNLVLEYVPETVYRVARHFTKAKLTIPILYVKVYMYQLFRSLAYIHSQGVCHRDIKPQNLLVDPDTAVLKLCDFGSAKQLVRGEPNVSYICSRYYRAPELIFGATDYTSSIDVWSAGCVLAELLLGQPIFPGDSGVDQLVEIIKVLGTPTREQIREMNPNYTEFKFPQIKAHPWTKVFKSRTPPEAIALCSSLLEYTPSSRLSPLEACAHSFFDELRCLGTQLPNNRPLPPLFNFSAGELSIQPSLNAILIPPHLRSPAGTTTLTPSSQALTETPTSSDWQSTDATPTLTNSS
* hit, by the source's call. The list is partial (hit frequency here may not be typical).

#	Dyrk1A ADPGlo	GSK3A inh	SMILES
1	-2	-2	CCc1cc(C(=O)NN2C(=O)NC3(CCCCC3)C2=O)sc1C
2	-5	-3	CCOC(=O)C1=CCC2c3c(c4ccccc4n3C)C(=O)C1N2C(=O)OC(C)(C)C (stereo not given)
3	-3	-9	COc1cc2c(cc1OC)CN(C(=O)c1cccc(S(=O)(=O)N3CCc4ccccc43)c1)CC2
4	1	-6	Cc1cccc(Oc2ccc(NS(=O)(=O)c3ccc(C)c(C(=O)O)c3)cc2)c1
5	-4	-2	Cc1cc(Cn2nc(C(=O)NCc3cccc(Br)c3)cc2-c2ccccc2)on1
6	-2	0	CCN(CC(=O)Nc1ccc(NC(C)=O)cc1)CC(=O)Nc1cc(C)on1
7	4	1	CSCCC(NC(=O)c1ccccc1Br)C(=O)N1CCN(C(C)=O)CC1 (stereo not given)
8	-1	-1	Cc1ccc(C)c(S(=O)(=O)N2CCN(C(=O)CN3C(=O)NC(C)(C)C3=O)CC2)c1
9	1	-3	COc1ccc(CCNC(=O)c2cc(C3CC3)nc3c2cnn3C(C)C)cc1OC
10	-1	-2	Cc1c(C(=O)N(C)Cc2nc3ccccc3c(=O)[nH]2)oc2ccccc12
11	1	0	CN(C(=O)COC(=O)c1cc(=O)[nH]c2ccccc12)c1ccccc1
12	0	2	O=C(CSc1nnc(-c2ccncc2)o1)Nc1cc(F)ccc1F
13	15	-1	O=C(C[C@H]1C/C=C/CC[C@@H](Cc2ccc(F)cc2)C(=O)OC[C@H](c2ccccc2)NC1=O)NCCO
14	6	-2	CC(=O)N1CCN(C(=O)c2c(-c3ccccc3)noc2C)CC1
15	8	-2	CCOC(=O)[C@H]1[C@H]2COc3ccc(Br)cc3[C@@H]2N2C(=O)c3cc(OC)c(OC)cc3NC(=O)[C@@]12C
16	-2	-1	O=C(CSc1nnc(-c2ccco2)o1)Nc1c(F)cccc1F
17	-1	-3	COc1cccc(N2CCN(C(=O)c3cc(-c4ccccc4)nc4c3cnn4C(C)C)CC2)c1
18	-3	5	Cc1ccccc1C(=O)OCC(=O)Nc1cccc(S(=O)(=O)NC2=NCCC2)c1
19	-1	1	O=C(c1ccc2nccnc2c1)N1CCN(c2cccc(C(F)(F)F)c2)CC1
20	5	-2	O=C(Nc1nccs1)C1CC=CCC1C(=O)OCC(F)(F)C(F)F (stereo not given)
21	9	-3	CC(OC(=O)c1ccccc1C(=O)N(C)C1CCCCC1)C(=O)NC1(C#N)CCCCC1 (stereo not given)
22	3	2	Cc1noc(C)c1S(=O)(=O)NCc1ccc(CN(C)C)cc1
23	-5	-4	COc1ccc(S(=O)(=O)N(C)C)cc1NC(=O)CSC(C)C(=O)Nc1cc(C)on1 (stereo not given)
24	1	-2	O=C(NCCCN1CCOCC1)c1cn(-c2ccccc2)nc1-c1ccc(F)cc1
25	-2	3	O=S(=O)(c1ccc(F)cc1)N1CCN(C(=S)NC2CC2)CC1
26	12	-2	CCOC(=O)[C@H]1[C@H]2COc3ccc(OC)cc3[C@@H]2N2C(=O)c3ccc(C)cc3NC(=O)[C@@]12C
27	1	-1	Cc1cc(Br)cc(Cl)c1OCC(=O)N1CCN(C(=O)c2ccco2)CC1
28	-2	0	C[C@H](NS(=O)(=O)c1ccc(F)cc1)C(=O)OCC(=O)c1c(N)n(C)c(=O)n(C)c1=O
29	1	3	O=C1C=C(c2ccc(C(=O)O)cc2)C[C@@H](c2ccc(F)cc2)C1
30	1	0	O=C(NC1CCCCCC1)c1cccc(S(=O)(=O)N2CCOCC2)c1
31	-3	-5	Cn1c(=O)c2c(ncn2CC(=O)OCCCC(=O)c2ccc(Br)cc2)n(C)c1=O
32	-2	3	O=C(CN1C(=O)NC2(CCCCC2)C1=O)Nc1ccc(Cl)cc1
33	-3	-3	COC(=O)[C@]1(C)N[C@H](CN(C)C(=O)Nc2ccccc2)[C@@H]2C(=O)N(C)C(=O)[C@@H]21
34	2	0	O=C1c2ccccc2C(=O)N1CCC#Cc1ccc2cc(C3(O)CCCCC3)oc(=O)c2c1
35	1	-4	O=C(NC1CCCCC1)c1cccc2c1C(=O)c1ccc(-c3ccc(OC(F)(F)F)cc3)cc1S2(=O)=O
36	-8	-1	O=C(Nc1ccccc1)c1nc[nH]c1C(=O)N1CCc2ccccc2C1
37	7	4	C[C@H](CO)N1C[C@H](C)[C@@H](CN(C)S(C)(=O)=O)Oc2ccc(NC(=O)C3CC3)cc2C1=O
38	5	12	O=C1C=C(c2ccc(F)cc2OCc2ccccc2)C[C@@H](c2ccc(F)cc2)C1
39	1	-4	Nc1ncnc2c1ncn2[C@@H]1O[C@H](CN=C2NS(=O)(=O)c3ccccc32)[C@@H](O)[C@H]1O
40	7	2	CC1CCN(C(=O)CCNS(=O)(=O)c2ccc(Br)cc2)CC1
41	-5	-3	O=C(CN1C(=O)NC2(CCCCCC2)C1=O)c1ccc(Cl)cc1
42	-1	0	CCOc1ncccc1C(=O)OCC(=O)NCCc1ccc(S(N)(=O)=O)cc1
43	6	-2	COc1ccc(C(=O)NCCOc2ccccc2)cc1S(=O)(=O)N1CCOCC1
44	-1	5	COc1cc(/C=C/C(=O)OCC(=O)N2CCCc3ccccc32)ccc1OCC#N
45	3	1	Cc1sc2ncnc(N3CCC(C(=O)Nc4ccc(F)cc4Cl)CC3)c2c1C
46	15	0	O=c1c2ccccc2oc2cc(-c3ccc(CN4CCOCC4)cc3)ccc12
47	4	1	CCCCN(C(=O)CCCc1nc2ccccc2s1)c1c(N)n(CC(C)C)c(=O)[nH]c1=O
48	-1	-1	O=C(NCCN1C(=O)S/C(=C\c2ccc(Cl)cc2)C1=O)C1=COCCO1
49	11	-4	O=C(O)c1ccccc1Nc1cccc(OCc2ccc3ccccc3n2)c1
50	0	-3	COc1ccc(NC(=O)CSc2nc3[nH]c(=O)cc(O)c3s2)cc1OC
51	1	-1	Cn1nnnc1SCC(=O)c1c(N)n(C2CC2)c(=O)[nH]c1=O
52	-6	-2	Cc1ccc(CONC(=O)c2ccc(C)cc2)cc1
53	-5	5	Cc1cccc(NS(=O)(=O)c2cccc(C(=O)N3CCN(C/C=C/c4ccccc4)CC3)c2)c1
54	7	2	CCOc1ccc(C(=O)NNC(=O)CCNC(=O)c2ccc(Br)cc2)cc1OC
55	4	-2	Cc1cc(-n2c(C)cc(C(=O)CSc3[nH]c(=O)cc(C(F)(F)F)c3C#N)c2C)no1
56	-1	-1	COc1cc(C(C)=O)ccc1OCC(=O)NCC(c1ccc(F)cc1)N1CCOCC1 (stereo not given)
57	-4	-3	NS(=O)(=O)c1ccc(CCNC(=O)CCC(=O)c2cccs2)cc1
58	-3	3	O=C1CN(C(=O)COc2ccccc2Cl)c2ccccc2N1
59	0	-1	Cc1ccc(Cl)c(NC(=O)COC(=O)c2nn(C)c(=O)c3ccccc23)c1Cl
60	7	-1	CCN(CC)CCCN=C1N[C@@H](c2cccc(C(F)(F)F)c2)C(C(=O)OC)=C(C)N1CC

(cont.)
#	Dyrk1A ADPGlo	GSK3A inh	SMILES
61	2	-2	CCOc1c2ccccc2nn1CCO
62	-3	-2	O=C(CN1C(=O)NC2(CCCCCC2)C1=O)N1CCN(c2ccc(F)cc2)CC1
63	-3	-3	C[C@@H]1CN([C@H](C)CO)C(=O)c2cc(NC(=O)Nc3ccc4c(c3)OCO4)ccc2O[C@H]1CN(C)Cc1ccncc1
64	-6	-4	COc1ccc(Cl)cc1NC(=O)CN(C)C(=O)c1cn2ccccc2n1
65	2	-1	COc1ccc(NC(=O)COC(=O)C2CC(=O)N(CCc3ccc(OC)c(OC)c3)C2)cc1Cl (stereo not given)
66	4	0	Cc1cccc(C(=O)OCC(=O)N2CCCCCC2)c1C
67	2	-7	CC1(C2CC2)NC(=O)N(CC(=O)Nc2cc(S(=O)(=O)N3CCCCC3)ccc2Cl)C1=O (stereo not given)
68	22	24	C#CCOCCOCCOCCNc1nc(N2CCN(C(=O)CCCCCCCCCCNC(=O)Cn3cc(CCCCCN)nn3)CC2)nc(N2CCN(C(=O)CCCCCCCCCCNC(=O)[C@H]([C@@H](C)CC)n3cc(CCCCN=C(N)N)nn3)CC2)n1
69	3	-2	COc1cccc(C(=O)OCC(=O)NCCC2=CCCCC2)c1
70	-3	0	Nc1c(C(=O)CSc2nncn2-c2ccccc2)c(=O)[nH]c(=O)n1C1CC1
71	2	-1	NS(=O)(=O)c1cccc(NC(=O)COC(=O)CSCc2ccccc2)c1
72	2	-2	CCOc1ccc(NC(=O)CN(C)C(=O)CC2CCCCC2)cc1OCC
73	-7	-1	O=C(O)CC(CC(=O)O)c1ccsc1
74	-1	1	CCOC(=O)[C@H]1[C@H]2COc3cc(OC)ccc3[C@@H]2N2C(=O)CN(Cc3ccc(Cl)cc3)C(=O)[C@@]12C
75	-3	2	O=C(CN1C(=O)CCOc2ccccc21)Nc1cccc(S(=O)(=O)N2CCOCC2)c1
76	-2	-1	CCN(CC(=O)Nc1c(F)cccc1F)C(=O)c1ccc(OCc2c(C)noc2C)cc1
77	-5	-1	CCCn1nc(C(=O)Nc2cc(S(=O)(=O)Nc3ccc(OC)cc3)ccc2O)c2ccccc2c1=O
78	7	-6	Cc1ccccc1S(=O)(=O)N1[C@@H](c2ccc(Cl)cc2)C(C(=O)O)=CC[C@H]1c1ccc(Cl)cc1
79	18	-1	O=C(OCc1c(-c2ccccc2)ncc2ccccc12)c1ccccc1C(F)(F)F
80	2	-3	CC1=C(C(=O)OCc2cc(C)on2)N2C(=O)[C@@H](NC(=O)OCc3cc(C)on3)[C@H]2SC1
81	-7	-1	O=C(C[C@@H]1C/C=C\CC[C@@H](Cc2ccc(F)cc2)C(=O)OC[C@@H](Cc2ccccc2)NC1=O)NCCO
82	-4	-4	Cc1ccc(OCC(=O)N2CC(C)CC(C)C2)c([N+](=O)[O-])n1 (stereo not given)
83	-2	0	COc1ccc(CN(C)C(=O)CNC(=O)c2cccs2)c(OC)c1
84	6	-6	CC1(NC(=O)Cc2c(F)cccc2Cl)CCS(=O)(=O)C1 (stereo not given)
85	8	-1	c1ccc(-c2sc3ccccc3c2-c2ccc(OCCN3CCOCC3)cc2)cc1
86	1	7	COc1ccccc1NCCC(=O)OCC(=O)Nc1cccc(S(=O)(=O)N(C)C)c1
87	7	1	CC[C@@H]1Cc2cc(O)ccc2C2=C1c1ccc(O)cc1C[C@H]2CC
88	5	-1	CCc1cccc2c(C(=O)COC(=O)c3cnc(C)cn3)c[nH]c12
89	2	-1	C[C@H](CO)N1C[C@H](C)[C@@H](CN(C)C(=O)NC2CCCCC2)Oc2ccc(NC(=O)CCC(F)(F)F)cc2C1=O
90	8	2	CCN(Cc1nc2ccccc2c(=O)[nH]1)C(=O)c1ccc(C)c(NC(=O)c2ccco2)c1
91	9	-2	C[C@H](CO)N1C[C@H](C)[C@@H](CN(C)Cc2ccc3c(c2)OCO3)Oc2c(NC(=O)C3CC3)cccc2C1=O
92	-10	-2	Cc1ccc2[nH]c(CCN(C)C)c(CN3CCOCC3)c2c1
93	-1	-1	COC(=O)[C@]1(C)N[C@H](CN(C)C(=O)Nc2ccc(Cl)cc2)[C@@H]2C(=O)N(Cc3ccccc3)C(=O)[C@@H]21
94	12	-1	CC(C)NC(=O)Nc1cccc2c1O[C@H](CN(C)C(=O)Nc1ccccc1)[C@@H](C)CN([C@H](C)CO)C2=O
95	3	0	CCCCNC(=O)[C@]1(C)CCC[C@@]2(C)C3CC[C@@]4(C)C[C@]3(CCC21)CC4=O (stereo not given in full)
96	-3	-3	CCN(C(=O)COC(=O)/C=C/c1cccc(Cl)c1)c1c(N)n(Cc2ccccc2)c(=O)[nH]c1=O
97	2	2	COc1ccc(S(=O)(=O)N2CCN(C(=O)CCc3c[nH]c4ccccc34)CC2)cc1
98	0	-2	O=C(NN=Cc1cccc([N+](=O)[O-])c1)c1cc(-c2cccnc2)nc2ccccc12
99	4	3	CC(C)n1ncc2c(C(=O)NCC(=O)Nc3ccccc3Br)cc(C3CC3)nc21

Part of the list above in order of molecular weight, rising:
#	Dyrk1A ADPGlo	GSK3A inh	SMILES
73	-7	-1	O=C(O)CC(CC(=O)O)c1ccsc1
29	1	3	O=C1C=C(c2ccc(C(=O)O)cc2)C[C@@H](c2ccc(F)cc2)C1
88	5	-1	CCc1cccc2c(C(=O)COC(=O)c3cnc(C)cn3)c[nH]c12
10	-1	-2	Cc1c(C(=O)N(C)Cc2nc3ccccc3c(=O)[nH]2)oc2ccccc12
70	-3	0	Nc1c(C(=O)CSc2nncn2-c2ccccc2)c(=O)[nH]c(=O)n1C1CC1
40	7	2	CC1CCN(C(=O)CCNS(=O)(=O)c2ccc(Br)cc2)CC1
4	1	-6	Cc1cccc(Oc2ccc(NS(=O)(=O)c3ccc(C)c(C(=O)O)c3)cc2)c1
9	1	-3	COc1ccc(CCNC(=O)c2cc(C3CC3)nc3c2cnn3C(C)C)cc1OC
21	9	-3	CC(OC(=O)c1ccccc1C(=O)N(C)C1CCCCC1)C(=O)NC1(C#N)CCCCC1 (stereo not given)
7	4	1	CSCCC(NC(=O)c1ccccc1Br)C(=O)N1CCN(C(C)=O)CC1 (stereo not given)
5	-4	-2	Cc1cc(Cn2nc(C(=O)NCc3cccc(Br)c3)cc2-c2ccccc2)on1
60	7	-1	CCN(CC)CCCN=C1N[C@@H](c2cccc(C(F)(F)F)c2)C(C(=O)OC)=C(C)N1CC
99	4	3	CC(C)n1ncc2c(C(=O)NCC(=O)Nc3ccccc3Br)cc(C3CC3)nc21
31	-3	-5	Cn1c(=O)c2c(ncn2CC(=O)OCCCC(=O)c2ccc(Br)cc2)n(C)c1=O
54	7	2	CCOc1ccc(C(=O)NNC(=O)CCNC(=O)c2ccc(Br)cc2)cc1OC
53	-5	5	Cc1cccc(NS(=O)(=O)c2cccc(C(=O)N3CCN(C/C=C/c4ccccc4)CC3)c2)c1
15	8	-2	CCOC(=O)[C@H]1[C@H]2COc3ccc(Br)cc3[C@@H]2N2C(=O)c3cc(OC)c(OC)cc3NC(=O)[C@@]12C

Screens as filed in PubChem.
